KB-3-1 tox: KB-3-1 parental cell cytotoxicity; KB-3-1 viability, CellTiter-Glo ATP luminescence, 72 h; Potency, µM (doses to about 46.1 µM), for inactives: at the highest dose activity change, negative = cytotoxic, usual class: cytotoxic; hit rate 1.4% among 400,000; further: potency means the concentration at half of the fitted maximal effect; on the % scale 0 is the no-effect control and ±100 the full control effect; nearly all actives have a fitted effect of over 60% in size
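Luminescent ATP read-out (CellTiter-Glo) measures survival of drug-naive KB-3-1 cells after 72 h compound exposure at 37 °C. Titration series was screened from lowest to highest concentration, with DMSO vehicle plates as background controls.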
HT1080-NT tox: kills 2HG-producing HT-1080-NT fibrosarcoma cells; HT-1080-NT fibrosarcoma viability, CellTiter-Glo ATP luminescence, 48 h; Potency, µM (top dose mostly 46.1 µM), inactives show at the highest dose activity, negative = less viability, usual class: cytotoxic; hit rate 1.6% among 360,000; AID 686970;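 further: NT is the 2HG producing partner of a matched IDH1 knockdown line; potency means the concentration at half of the fitted maximal effect; 0% = DMSO-treated cells and -100% = media-only wells without cells; nearly all actives have a fitted effect of over 55% in size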
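Fibrosarcoma NT cells, 750 per well in 5% FBS RPMI, were exposed to compound for 48 hours. Viability: CellTiter-Glo luminescence.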
KB-V1 MDR tox: kills drug-selected multidrug resistant KB-V1 cells; hit rate 3.4% among 400,000; AID 1347076; Potency, µM (top dose mostly 46.1 µM), for the others: at the highest dose activity change, negative = cytotoxicity, hits mostly cytotoxic; KB-V1 MDR cells viability, CellTiter-Glo, 72 h; further: potency means the concentration at half of the fitted maximal effect; on the % scale 0 is the no-effect control and ±100 the full control effect; nearly all actives have a fitted effect of over 60% in size
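Readout: CellTiter-Glo luminescence, 10 min after addition. Cells: KB-V1 MDR subline, 72 h at 37 degrees C with compound. Analysis: corrected, normalized data fitted to concentration-effect curves.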
HEK293 tox: cytotoxicity in counter-screen for GLP-1R inverse agonists; hit rate 0.13% among 410,000; Potency, µM (highest dose often 38.3 µM), for the others: at the highest dose activity change, negative = inhibition, hits mostly inhibitors; AID 624418; HEK293 cAMP-luciferase reporter cells, luminescence, 24 h;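 further: loss of luciferase light is scored as toxicity; potency means the concentration at half of the fitted maximal effect; on the % scale 0 is the no-effect control and ±100 the full control effect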
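1536-well qHTS counterscreen of the MLSMR; 200 cells/uL, 12 h pre-incubation, 23 nL cpd, 24 h at 37 deg C 5% CO2, luciferase detection reagent, 12 min RT, luminescence. Inhibition = undesired.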
DRD3 agonist: activates the human D3 dopamine receptor. D3R DiscoveRx beta-arrestin cells, luminescence, 90 min. max activation, %. hit rate 0.58% among 410,000. AID 652048; in the data active means max activation above about 30%; further: 0% is about no effect; mostly tested at two doses, the higher about 12 µM
Target sequence (P35462 whole entry, looked up): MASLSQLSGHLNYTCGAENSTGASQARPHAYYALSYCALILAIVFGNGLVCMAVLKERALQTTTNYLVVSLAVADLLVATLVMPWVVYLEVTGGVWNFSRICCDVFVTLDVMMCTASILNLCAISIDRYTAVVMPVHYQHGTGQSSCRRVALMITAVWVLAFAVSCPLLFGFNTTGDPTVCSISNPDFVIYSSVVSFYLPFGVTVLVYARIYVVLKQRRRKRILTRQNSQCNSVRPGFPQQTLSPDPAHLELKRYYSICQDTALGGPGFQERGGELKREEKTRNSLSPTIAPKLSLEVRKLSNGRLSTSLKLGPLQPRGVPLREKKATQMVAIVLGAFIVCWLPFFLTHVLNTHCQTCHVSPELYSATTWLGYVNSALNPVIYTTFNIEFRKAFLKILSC
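Cells at 1500/well, incubated overnight, then treated with pinned compounds (dopamine as control) for 90 min at 37 degrees C. DiscoveRx reagent added for 30 - 60 minutes at room temperature; luminescence read.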
IL-1B inflam inh: inflammasome signaling inhibition, IL-1 beta readout | THP-1 LPS/ATP IL-1B secretion, AlphaLISA, 16 h; active compounds read low | AID 743279 | activity change, % at 57.5 µM | hit rate 4.7% among 360,000; in the data active means activity change below about -50%; inconclusive means mostly about -30% to -49%; further: on the % scale 0 is the no-effect control and ±100 the full control effect
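THP-1 cells pretreated 1 hr with compounds (up to 57.5 uM final), then stimulated with LPS (250 ng/mL final) plus ATP (1.25 mM final); secreted IL-1B measured by AlphaLISA after 16 hr, decreased signal indicating inhibition.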
HT1080 IDH1KD tx: toxicity to HT-1080 IDH1 knockdown cells (counter line); HT-1080 IDH1 knockdown viability, ATP luminescence, 48 h; Potency, µM (series often up to 46.1 µM), for the others: top-dose activity, negative = toxicity, most hits filed as cytotoxic; hit rate 2% among 360,000;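 further: potency means the concentration at half of the fitted maximal effect; 0% = DMSO wells and -100% = cell-free medium wells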
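Viability of IDH1-knockdown HT-1080 fibrosarcoma cells was assessed by CellTiter-Glo after 48 h at 37 °C with titrated compound; concentration-effect curves were classified by fit quality and response size.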
MCF10A rereplic: inducers of DNA re-replication in MCF 10A breast cells; MCF 10A DNA re-replication, Hoechst nuclear intensity, 48 h; Potency, µM (doses to about 46.1 µM), for inactives: at the top dose activity, positive = re-replication, most hits filed as activators; AID 624296; hit rate 2.9% among 350,000; further: potency means the concentration at half of the fitted maximal effect; % of control where 0% means no effect; nearly all actives have a fitted effect of over 50% in size
SW480 rereplic: inducers of DNA re-replication in SW480 colon cancer cells; SW480 DNA re-replication, Hoechst DNA content imaging, 48 h; Potency, µM (highest dose often 46.1 µM), for inactives: at the highest dose re-replication activation, actives largely listed as activators; hit rate 1.8% among 340,000; further: potency means the concentration at half of the fitted maximal effect; % of control where 0% means no effect; nearly all actives have a fitted effect of over 55% in size
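DNA re-replication was detected as more nuclei of elevated Hoechst intensity after 48 hr exposure to compound (23 nL pinned per well of 250 cells).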
Starred values were filed as active, the others as inactive; i = inactive; ? = inconclusive; / = not tested or not shown; & = joins results of further samples; [ ] = dose if it differs, or a comment. Unless noted, the call rests on the fitted dose curve; in most records, active means well fitted curve in the direction sought with a large enough effect; inconclusive means small, poorly fitted or top-dose-only effect, or another doubt; inactive means no such curve, though single readings can be large; an effect the other way counts as inactive or inconclusive.

SMILES	KB-3-1 tox	HT1080-NT tox	KB-V1 MDR tox	HEK293 tox	DRD3 agonist	IL-1B inflam inh	HT1080 IDH1KD tx	MCF10A rereplic	SW480 rereplic
O=C(c1cccs1)N1CCN(c2ccc(F)cc2)CC1	2%	17%	-32%	-6%	6	-12	8%	0%	-5%
CC(CN1CCOCC1)OC(=O)c1ccc(C(C)(C)C)cc1 (stereo not given)	0%	1%	28%	-15%	7	35	7%	1%	-1%
S=C(Nc1ccc(Br)cc1)Nc1ccc2c(c1)OCCO2	7%	-4%	-6%	-15%	-4	-26	-8%	0%	-4%
COc1ccc(N2C(=O)NC(NS(=O)(=O)c3ccc(NC(C)=O)cc3)(C(F)(F)F)C2=O)cc1 (stereo not given)	?	2%	3%&9%	11%&27%	1&-2	i	12%	-4%	-22%
CN(CC(=O)N(C)CC(=O)Nc1c(Cl)cccc1Cl)Cc1ccc(Br)s1	-1%	-4%	8%	-20%	-1	-21	3%	2%	18%
Cc1ccc(NS(=O)(=O)c2cc(C(=O)Nc3cccnc3)ccc2C)cc1	-3%	0%	-4%	-4%	-1	0	2%	2%	0%
CC(=O)Nc1ccc(N=Cc2c(O)c(C(=O)Nc3ccccc3)cc3ccccc23)cc1	-8%	-28%	?	-19%	2	57	?	3.7µM*	-5%
COc1ccc(C(C)(C)C)cc1NC(=O)CCN1C(=O)C2CCCCC2C1=O (stereo not given)	4%	-8%	13%	-11%	-3	19	0%	21%	2%
Nc1nc2nccc(-c3ccccn3)n2n1	-15%	11%	-18%	-1%	7	-9	9%	-12%	3%
Cc1ccc(C(C)C)c(OCC(O)CN2CC(C)OC(C)C2)c1 (stereo not given)	-5%	-12%	?	-4%	-3	-26	-15%	-4%	?
CSc1nc(C)cc(OCCNS(=O)(=O)c2cc(C)ccc2C)n1	-9%	-5%	-19%	-2%	-10	12	-1%	?	-20%
COc1cc2c(cc1OC)CN(C(=O)CCNS(=O)(=O)c1ccccc1F)CC2	0%	1%	-22%	8%	4	29	1%	6%	-3%
Cc1cc(C)c2c(=O)cc(C(=O)Nc3nc4ccc(F)cc4s3)oc2c1	-2%	/	0%	-10%	0	/	/	/	/
O=C(Nc1ccc(Cl)c(Cl)c1)OCCNC(=O)c1ccncc1	20%	-21%	?	4%	6	-10	-22%	0%	-7%
O=C1CSC(c2cccc([N+](=O)[O-])c2)N1c1ccccc1F (stereo not given)	-17%	-6%	-23%	13%[0.307 µM]	-8	20	-15%	4%	1%
COC(=O)c1ccc(NC(=O)Cn2c(=O)oc3ccccc32)cc1	0%	/	3%	-14%	-2	/	/	/	/
Cc1ccccc1NC(=O)COC(=O)c1c(C)nn(-c2ccccc2)c1C	-12%	-12%	-2%	7%	1	-23	-7%	/	/
CC(=O)NC1C(=O)Nc2c(C)cc(C)cc21 (stereo not given)	1%	6%	11%	31%[activator]	-13	3	-1%	-11%	-1%
CCc1sc(C(=O)Nc2ccccc2N2CCOCC2)cc1C	-4%	11%	-17%	-5%	3	-13	16%	7%	1%
COC(=O)C1=C(C(=O)OC)[C@@H]2N(C)c3ccc(OC)cc3[C@@]23C[C@@H](C(=O)OC)N(C(=O)COCc2ccccc2)C3=N1	0%	10%	22%	-8%	-2	41	12%	?	-13%
CCOc1ccc(NC(=O)CN(C)S(=O)(=O)c2ccc3[nH]c4c(c3c2)CCCC4)cc1	-17%	/	?	-1%	7	/	/	/	/
Cc1cc(NC(=O)NC(=O)c2ccccc2NC(=O)CN)ccc1Oc1ncc(Br)cn1	1.2µM*	0.52µM*	?	?	9	-15	?	?	2.9µM*
CSc1nc(-c2ccc(C)cc2)nc(N)c1C#N	-2%	-12%	?	8%	4	35	?	?	26%
O=CNCCCc1nc2ccccc2n1Cc1cccc2ccccc12	-2%	-24%	-1%	-18%	8	4	?	2%	-10%
O=C(CSc1nc2ccccc2[nH]1)Nc1cc(C(F)(F)F)ccc1N1CCOCC1	?	-27%	?	-20%	0	-11	?	?	-4%
CCOc1ccc(OCC)c(-c2c(=O)n(OCc3ccccc3Br)c3ccccc3[n+]2[O-])c1	-6%	-1%	-18%	2%	0	-28	-24%	-14%	?
O=C(Nc1nc(-c2ccccn2)cs1)c1ccc(Cl)s1	?	?	?	-10%	-27	89	4.1µM*	0%	12%
Cc1cc(-c2ccccc2)nc(Cl)c1C#N	-1%	14%	8%	-7%	2	49	16%	1%	-3%
O=C(c1ccc(Cl)cc1)N1N=C(c2ccccn2)CC1(O)C(F)(F)F (stereo not given)	?	-16%	?	-25%	3	111	?	17%	?
O=C(Nc1nccs1)C1CC(=O)N(Cc2ccco2)C1 (stereo not given)	17%	3%	-1%	40%[activator]	-3	4	3%	-1%	2%
CC1CCCC(NC(=O)CCS(=O)(=O)c2cc3c(cc2Cl)NC(=O)CO3)C1C (stereo not given)	10%	4%	14%	-10%	1	26	12%	1%	-15%
NC(=S)c1c(Cl)cc(C(F)(F)F)cc1Cl	1%	9%	0%	5%	9	6	13%	1%	-3%[9.22 µM]
Cn1c(=O)n(C)c2cc(S(=O)(=O)N3CCN(c4ccccc4)CC3)ccc21	-1%	3%	16%	4%	-3	32	2%	-3%	-5%
COc1ccc(CNC(=O)c2ccc3nc(C(C)C)oc3c2)cc1OC	-8%	/	1%	-9%	-3	/	/	/	/
CCCCn1c(N)c(N(CC)C(=O)c2ccc(Cl)c([N+](=O)[O-])c2)c(=O)[nH]c1=O	2%	16%	7%	2%	1	8	13%	0%	1%
CCOc1c(C)cc(S(=O)(=O)NCc2ccccn2)c(C)c1C	3%	7%	8%	11%	-3	18	11%	3%	-47%[inhibitor]
CCOC(=O)c1c(C)nc2sc3c(c2c1-c1ccc(OC)cc1)NC(c1ccc(OC)cc1)NC3=O (stereo not given)	1%	8%	-4%	8%	-13	9	3%	7%	-1%
COc1ccc(NC(=O)N2CCCC2C(=O)NCCc2ccccc2)cc1 (stereo not given)	19%	7%	?	-6%	-10	14	11%	-1%	?
CCc1ccc(CNc2ncnc3onc(-c4ccc(Cl)cc4)c23)cc1	2%	/	-15%	4%	1	/	/	/	/
NS(=O)(=O)c1ccc(N/N=C/c2ccc[nH]2)c([N+](=O)[O-])c1	17%	-3%	?	?	-6	-27	-12%	18%	1%

In the list so far, these contain bromine:
SMILES	KB-3-1 tox	HT1080-NT tox	KB-V1 MDR tox	HEK293 tox	DRD3 agonist	IL-1B inflam inh	HT1080 IDH1KD tx	MCF10A rereplic	SW480 rereplic
S=C(Nc1ccc(Br)cc1)Nc1ccc2c(c1)OCCO2	7%	-4%	-6%	-15%	-4	-26	-8%	0%	-4%
CN(CC(=O)N(C)CC(=O)Nc1c(Cl)cccc1Cl)Cc1ccc(Br)s1	-1%	-4%	8%	-20%	-1	-21	3%	2%	18%
Cc1cc(NC(=O)NC(=O)c2ccccc2NC(=O)CN)ccc1Oc1ncc(Br)cn1	1.2µM*	0.52µM*	?	?	9	-15	?	?	2.9µM*
CCOc1ccc(OCC)c(-c2c(=O)n(OCc3ccccc3Br)c3ccccc3[n+]2[O-])c1	-6%	-1%	-18%	2%	0	-28	-24%	-14%	?

Next entries follow:
SMILES	KB-3-1 tox	HT1080-NT tox	KB-V1 MDR tox	HEK293 tox	DRD3 agonist	IL-1B inflam inh	HT1080 IDH1KD tx	MCF10A rereplic	SW480 rereplic
CC(=O)Nc1ccc(C(=O)OCCc2ccccc2)cc1	?	16%	6%	1%	-5	-18	13%	0%	-4%
NS(=O)(=O)c1ccc(NC(=O)CSc2nc3ccccc3n2-c2ccccc2)cc1	0%	?	-16%	-3%	2	-10	-18%	?	0%
CC1CCN(C(=O)CCCOc2ccc(Cl)cc2)CC1	7%	6%	-13%	-13%	0	-11	0%	20%	0%
Clc1ccc(-n2c(SCc3nc4ccccc4[nH]3)nnc2-c2ccncc2)cc1	-1%	4%	?	-7%	-5	0	?	-5%	0%
Cc1cc(C)n2c(Nc3c(C)cccc3C)c(-c3ccsc3)nc2n1	-4%	/	10%	10%	-6	/	/	/	/
CCC(C)NCCCCOc1ccc(Cl)cc1C (stereo not given)	-11%	?	16µM*	-9%	-11	?	?	?	?
O=C(Nc1ccon1)Nc1ccccc1C(F)(F)F	8%	1%	42%	1%	-1	-5	-4%	3%	-20%
Cc1ccc(/C=C/C(=O)Nc2sc3c(c2C#N)CCCC3)o1	16%	-4%	12%	3%	-2	-21	-2%	?	1.2µM*
O=C(CN1C(=O)/C(=C/c2cccc(Cl)c2)SC1=S)NC1C=CS(=O)(=O)C1 (stereo not given)	-9%	-11%	-12%	-23%	7	-63*	0%	15µM*	?
CCN1C(=O)[C@H]2[C@H]3CN=C(SCc4ccc(C)cc4)N3[C@@](CC)(C(=O)OC)[C@H]2C1=O	1%	12%	-7%	10%	1	18	8%	0%	-1%
COc1ccc(NS(=O)(=O)c2cc(OC)ccc2NC(=O)c2cc(C)oc2C)cc1	?	5.8µM*	?	?	2	41	5.8µM*	13µM*	13µM*
Cn1c(=O)c2cc(S(=O)(=O)NC(Cc3ccccc3)C(=O)Nc3ccc(F)cc3)ccc2n(C)c1=O (stereo not given)	3%	/	-3%	1%	-3	/	/	/	/
CCn1ncc(Br)c1C(=O)Nc1cccc(C(C)=O)c1	0%	0%	0%	-12%	-11	-8	-5%	4%	7%
COc1ccc(NS(=O)(=O)c2cccc(C(=O)NCc3ccccc3CN3CCOCC3)c2)cc1	?	-21%	0%	-18%	-13	-11	-2%	?	?
O=C(Nc1ccc(Cl)cc1)Nc1nnc(Cc2ccc([N+](=O)[O-])cc2)s1	19%	2%	?	3%	19	7	-5%	0%	5%
COc1ccc(CNC(=O)CN2C(=O)COc3ccc(S(=O)(=O)N4CCC(C)CC4)cc32)cc1	10%	2%	0%	-12%&-1%	5&4	-17	-3%	11%	0%
COCC(C)Nc1ncnc2c1cnn2-c1cccc(Cl)c1 (stereo not given)	4%	/	-17%	-3%	0	/	/	/	/

Screening data from PubChem.
